Screens (PubChem)
JMJD2E inh: inhibitors of human JMJD2E histone demethylase; B2RXH2; JMJD2E catalytic domain, FDH-coupled NADH fluorescence (FDH is formaldehyde dehydrogenase); Potency, µM (series often up to 57.1 µM), without a hit: top-dose activity change, negative = inhibition, usual class: inhibitors; hit rate 1.6% among 230,000; AID 2147; active = well fitted inhibition curve with a large enough effect, not every such curve was filed as active; inconclusive = small, poorly fitted or top-dose-only effect, or another doubt; inactive = no such curve, though single readings can be large or run the other way;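 also: 0% = wells with enzyme and -100% = buffer wells without enzyme; nearly all actives have a fitted effect of over 50% in size; many of its hits are not listed in these tables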
Target sequence (B2RXH2 1-337 limits assumed): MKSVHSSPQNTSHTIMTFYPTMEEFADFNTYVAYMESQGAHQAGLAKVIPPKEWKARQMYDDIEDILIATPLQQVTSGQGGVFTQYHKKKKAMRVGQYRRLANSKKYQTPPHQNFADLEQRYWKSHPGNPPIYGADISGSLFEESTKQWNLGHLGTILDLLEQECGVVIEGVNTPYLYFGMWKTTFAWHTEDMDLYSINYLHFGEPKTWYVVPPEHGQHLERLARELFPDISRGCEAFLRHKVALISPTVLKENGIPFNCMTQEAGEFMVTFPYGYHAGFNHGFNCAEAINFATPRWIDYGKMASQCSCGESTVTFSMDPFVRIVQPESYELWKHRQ
GoLoco inh red: RGS12 GoLoco-Gai1 interaction inhibition; AID 880; Gai1:RGS12 GoLoco peptide FP, rhodamine, 10 min; hit rate 0.44% among 230,000; P63096; Potency, µM (series often up to 61.6 µM), for inactives: at the top dose activity, negative = inhibition, actives largely listed as inhibitors; active = well fitted inhibition curve with a large enough effect, not every such curve was filed as active; inactive = no such curve, though single readings can be large or run the other way; also: % is scaled to controls: 0 for no effect and ±100 for the full control effect; nearly all actives have a fitted effect of over 30% in size; many of its hits are not listed in these tables
SMN2 splice enh: increases expression of the SMN2 splice variant. HEK293 SMN2-luciferase splicing reporter, luminescence, 30-36 h. Potency, µM (doses to about 46.1 µM), for inactives: at the top dose activity change, positive = activation, hits mostly activators. hit rate 2.8% among 210,000. AID 1458; also: % of control where 0% means no effect; nearly all actives have a fitted effect of over 55% in size
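HEK293 cells carry an SMN2 minigene-luciferase reporter in which exon 7 inclusion puts luciferase in frame. Cells were seeded at 2000 cells/well, attached for 10-12 hours, then exposed to compounds for 30-36 hours at 37C before ONE-Glo luminescence.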
TexasRed fluor: Texas Red fluorescence interference in TRb-SRC2 counter-screen; TRb/SRC2 Texas Red total fluorescence interference; AID 1479; Potency, µM (series often up to 106 µM), without a hit: at the highest dose fluorescence change, negative = quenching; hit rate 0.29% among 280,000; active = well fitted curve in either direction with a large enough effect; inconclusive = small, poorly fitted or top-dose-only effect; also: % is scaled to controls: 0 for no effect and ±100 for the full control effect
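Human TRb ligand-binding domain at 0.6 uM with 20 nM Texas Red SRC2 peptide in Tris buffer containing 1 uM T3 and 5% DMSO, incubated with compound 5 h at ambient temperature. Total fluorescence (555/632 nm) calculated as parallel + 2 × perpendicular.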
ALDH1A1 inh: inhibitors of human aldehyde dehydrogenase 1A1; P00352; hit rate 7.3% among 220,000; Purified ALDH1A1, NADH fluorescence, propionaldehyde substrate; Potency, µM (highest dose often 75.3 µM), for inactives: at the top dose activity, negative = inhibition, hits mostly inhibitors; active = well fitted inhibition curve with a large enough effect, not every such curve was filed as active; inconclusive = small, poorly fitted or top-dose-only effect, or another doubt; inactive = no such curve, though single readings can be large or run the other way;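 also: plate controls were no enzyme wells and a reference inhibitor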
TRb-SRC2 inh: disrupts binding of human TR beta to SRC2; AID 1469; hit rate 0.065% among 280,000; TRbeta-SRC2 peptide binding, fluorescence polarization; receptor liganded with 1 µM T3; Potency, µM (doses to about 106 µM), inactives show top-dose activity change, negative = inhibition, most hits filed as inhibitors; P10828;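 also: plate controls were bound peptide for no effect and peptide without receptor for full effect; nearly all actives have a fitted effect of over 50% in size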
Target sequence (P10828 whole entry, looked up): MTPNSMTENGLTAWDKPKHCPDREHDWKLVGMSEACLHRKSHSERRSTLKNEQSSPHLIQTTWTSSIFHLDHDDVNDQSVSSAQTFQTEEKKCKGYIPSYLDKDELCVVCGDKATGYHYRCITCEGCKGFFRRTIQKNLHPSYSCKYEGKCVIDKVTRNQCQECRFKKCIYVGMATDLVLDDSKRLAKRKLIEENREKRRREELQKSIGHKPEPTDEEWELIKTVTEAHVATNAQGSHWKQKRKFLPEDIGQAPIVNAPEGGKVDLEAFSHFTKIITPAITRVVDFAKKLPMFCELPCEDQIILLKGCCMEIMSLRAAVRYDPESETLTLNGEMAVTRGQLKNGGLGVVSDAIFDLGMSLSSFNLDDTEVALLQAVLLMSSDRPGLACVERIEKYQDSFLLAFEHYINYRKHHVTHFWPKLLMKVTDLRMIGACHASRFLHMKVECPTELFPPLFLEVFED
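Human TRb ligand-binding domain (0.6 uM) is mixed with 20 nM Texas Red SRC2 peptide and 1 uM T3; after compound addition and 5 hr at ambient temperature, polarization is measured and normalized to unbound and bound controls.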
RECQ1 inh: inhibitors of human RECQ1 DNA helicase | RECQ1 DNA unwinding, red fluorescence kinetic read | P46063 | AID 2549 | hit rate 0.54% among 240,000 | Potency, µM (titrated, usually from 57.3 µM), for the others: at the highest dose activity, negative = inhibition, most hits filed as inhibitors;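 also: plate controls were vehicle for no effect and no enzyme for full effect; nearly all actives have a fitted effect of over 30% in size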
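RECQ1T1 50 nM; forked duplex (20 bp + 30-nt ss tails) 200 nM, ATP 2 mM final; pH 8.0, 2 mM MgCl2, 2.5 ug/ml poly(dI-dC); 15 min compound preincubation; discontinuous kinetic read over 2 h at RT.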
LMNA splice mod: LMNA splicing modulation | HeLa LMNA splicing GFP/RFP minigene ratio, 48 h | Potency, µM (series often up to 46.1 µM), without a hit: top-dose ratio change, negative = inhibition, usual class: inhibitors | hit rate 0.01% among 200,000 | AID 1487; active = well fitted inhibition curve with a large enough effect in the signal ratio, with a control signal flat, not every such curve was filed as active; inconclusive = small, poorly fitted or top-dose-only effect, or effect the other way, or a change in a side signal; the % refers to the signal ratio; also: % is scaled to controls: 0 for no effect and ±100 for the full control effect
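S3 HeLa cells stably expressing lamin A-EGFP splicing minigene plus DsRed2, 600 cells/well, 48 h compound exposure at 37C. Laser-scanning cytometry; analysed as GFP (500-530 nm)/RFP (575-640 nm) total intensity ratio; 0.5% DMSO vehicle.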
Starred values were filed as active, the others as inactive; i = inactive; ? = inconclusive; . = not tested or not shown; & = joins results of further samples; [ ] = remark or other dose. Unless noted, calls follow the shape of the dose curve; as a rule, active = well fitted curve in the direction sought with a large enough effect; inconclusive = small, poorly fitted or top-dose-only effect, or another doubt; inactive = no such curve, though single readings can be large; an effect the other way counts as inactive or inconclusive. Potency is read from the fitted curve at half-maximal effect.

Values run as follows: JMJD2E inh	GoLoco inh red	SMN2 splice enh	TexasRed fluor	ALDH1A1 inh	TRb-SRC2 inh	RECQ1 inh	LMNA splice mod
- Cc1ccc(NC(=O)NC2CCCCC2)cc1S(=O)(=O)N1CCOCC1
    -0.9%	6.3%	-23.4%	-0.5%	?	-2.7%	-4.1%	.
- CC1=C(C(=O)N2CCOCC2)C(c2ccc(Cl)cc2)NC(=S)N1 (configuration not stated)
    -8.5%	.	.	-8.9%	-14.5%	-5.3%	-6.0%	?
- CCCCC1=CC2=C(c3ccco3)C(=O)C(C)(OC(=O)c3ccc(OC)cc3)C(=O)C2=CN1c1ccccc1 (configuration not stated)
    -6.5%[11.4 µM]	11.6%[14.2 µM]	0.1%[9.22 µM]	-0.5%[11.2 µM]	?	-0.9%[11.2 µM]	i[11.5 µM]	?
- S=C(Nc1ccc(Oc2ccccc2)cc1)NC1CCCCC1
    -6.4%	11.6%	-28.4%	3.2%	-11.3%	0.4%	-24.2%	?
- Cc1nn(-c2ccccc2)c(C)c1NC(=O)c1cccs1
    5.1%	13.0%	11.7%	0.2%	3.1%	5.8%	-14.8%	-2.5%
- Cc1cc(Nc2ccc(F)c(F)c2)nc(-c2ccccc2O)n1
    ?	2.0%	.	3.1%	.	4.0%	-11.5%	.
- CCOCCCNC(=O)c1ccc2c(=O)n(Cc3ccc4c(c3)OCO4)c(=S)[nH]c2c1
    15.2%	-9.3%	12.2%	2.4%	0.1%	-3.6%	-7.3%	.
- CC1=C(C#N)C(=O)NC(=O)/C1=C\c1ccc(-c2ccc(C)cc2[N+](=O)[O-])o1
    ?	-3.6%	-4.3%	-2.0%	12.6µM*	-4.8%	-14.5%	4.4%[46 µM]
- CCn1c(-c2cc(Br)cc(OC)c2O)nc2cc(S(=O)(=O)N(C)C)ccc21
    ?	13.0%	-14.8%	1.0%	1.5%	-7.9%	-8.4%	?
- CN1CCN(CC(=O)Nc2nc(-c3c[nH]c4ccccc34)cs2)CC1
    -1.8%	13.8%	0.9%	-1.7%	?	-5.5%	-7.5%	.
- CC(=O)c1cccc(NC(=O)NCc2ccco2)c1
    5.0%	16.7%	5.2%	-5.6%	?	-0.6%	-0.1%	-7.3%
- COc1cccc(Cn2c(=O)ccc3ccccc32)c1
    -15.1%	-15.6%	4.2%	-2.3%	-9.9%	-6.2%	-6.3%	.
- Cc1ccccc1CSCC(=O)Nc1ccccc1-c1ccccc1
    5.0%	-2.2%	-29.9%	4.5%	?	8.0%	-11.6%	?
- O=C(c1nnsc1S(=O)(=O)c1ccc(Cl)cc1)N1CCOCC1
    4.2%	0.7%	-107.0%[inhibitor]	0.2%	2.82µM*	1.0%	i	?
- COc1ccccc1CNC(=O)CSc1nc(-c2ccccc2)cn1N
    2.0%	0.7%	-2.4%	-2.9%	-11.5%	1.8%	i	-0.1%
- COc1ccccc1-c1noc(-c2cc(OC)c(OC)c(OC)c2)n1
    ?	-10.4%	16.8%	0.7%	?	-14.6%	-2.4%	-28.6%
- CC(=O)Nc1ccc(-c2ccc(NC(C)=O)cc2)cc1
    -0.3%	10.3%	?	-2.0%	9.6%	3.1%	-11.4%	18.2%[46 µM]
- O=C(/C=C/c1ccc[nH]1)c1ccccc1
    -4.2%	0.8%	-5.5%	-0.3%	-3.2%	6.0%	i	-3.6%[46 µM]
- Cc1ncc([N+](=O)[O-])n1CC(=O)NC1CCCCCC1
    0.7%	8.7%	-4.3%	-4.6%	-2.5%	5.6%	i	15.4%[46 µM]
- CC(C)C(=O)NC(c1ccc([N+](=O)[O-])cc1)c1c(O)ccc2ccccc12 (configuration not stated)
    -27.8%	-6.7%	-19.7%	-1.8%	-12.6%	1.2%	-9.7%	?
- Cc1ccc(CNC(=O)C2CC(c3ccc(C(F)(F)F)cc3)=NO2)o1 (configuration not stated)
    5.8%	12.2%	.	-1.1%	.	-0.5%	i	.
- CCCCN1C(=O)N(C)C2NC(=S)NC21 (configuration not stated)
    -7.0%	-2.9%	.	-4.8%	.	0.8%	0.0%	.
- CCC(Oc1ccccc1)C(=O)NCCOC (configuration not stated)
    -0.8%	6.3%	4.6%	-1.8%	-8.3%	-1.8%	-0.4%	3.8%
- CCOC(=O)C1=C(C)Nc2nc3ccccc3n2C1c1ccccc1 (configuration not stated)
    ?	-5.2%	-20.9%	-1.6%	?	-12.3%	-7.1%	-4.3%
- Cc1cc(C(=O)N/N=C/c2cccs2)no1
    4.0%	-1.8%	20.5%	-5.3%	-7.3%	-2.4%	-14.9%	-6.1%
- CCC(Oc1ccccc1)C(=O)N(Cc1ccccc1)c1ccccn1 (configuration not stated)
    1.8%	1.2%	-11.6%	-0.7%	5.5%	3.0%	-5.1%	-0.5%
- CC(=O)N1CCc2cc(NC(=O)c3ccc(C)cc3)ccc21
    -5.4%	-6.5%	11.2µM*	-3.8%	0.3%	3.1%	1.9%	0.3%
- Cc1nc(CC(=O)O)c(-c2ccccc2)s1
    -0.4%	-5.7%	21.9%	-3.1%	6.3%	-8.6%	i	-5.5%
- Cc1ccc(C2CC(c3ccccc3OC(F)F)Nc3ncnn32)cc1 (configuration not stated)
    17.6%	-4.5%	-9.3%	-3.3%	4.5%	-2.6%	-0.5%	20.4%
- CCCCC[C@H](O)C/C=C1/C(=O)C=C[C@@H]1C/C=C\CCCC(=O)O
    -6.3%	-27.8%&4.6%	4.9%&-1.9%	0.5%&-3.4%	-7.0%&-11.8%	-6.9%&-2.8%	-18.7%	.
- O=C(N/N=C\c1cn(-c2ccccc2)nc1-c1ccccc1)c1ccc2c(c1)OCO2
    ?	5.0%	19.5%	-3.0%	?	-4.5%	-13.3%	2.6%[0.0737 µM]
- Cc1cccc(NCc2ccc(O)c3ncccc23)c1C
    -14.3%	5.1%	.	0.8%	10µM*	-0.9%	12.9%	?
- Cc1n[nH]c(C)c1CCc1nc2c3ccccc3nc(SCC(N)=O)n2n1
    4.1%	7.5%	-10.0%	-0.7%	?	-23.2%	-8.6%	?
- Cn1c(=O)c2c(nc(N3CCN(c4ccccn4)CC3)n2Cc2ccc(Cl)cc2Cl)n(C)c1=O
    4.7%	-4.7%	-11.1%	-0.6%	5.7%	3.2%	-5.6%	-0.6%
- Cc1nc(SCC(=O)c2ccccc2)n[nH]1
    ?	0.0%	7.8%	2.4%	22.4µM*	2.4%	-10.5%	?
- Cc1cccc(/C=C2\CS/C(=C\c3cccc(C)c3)C2=O)c1
    1.6%	3.4%	-5.7%	0.6%	-1.3%	-2.3%	-10.1%	-7.1%
- CC1CC(=O)C2=C(C1)Nc1ncnn1C2c1ccccc1 (configuration not stated)
    6.2%	-8.1%	41.3%	-2.5%	17.8µM*	-4.6%	2.3%	3.5%
- CS(=O)(=O)Nc1ccccc1C(=O)NCc1ccccc1Cl
    ?	18.5%	-5.7%	-2.9%	?	-3.6%	-9.5%	.
- O=C(c1cccc(F)c1)N1CCN(c2ccc([N+](=O)[O-])c3cccnc23)CC1
    -1.5%	1.8%	.	0.5%[53 µM]	-6.8%	2.9%[53 µM]	6.0%	?
- Cc1cc(C(=O)Nc2c(F)cc(F)cc2Br)c(C)o1
    -0.3%	7.5%	?	1.3%	?	2.3%	-11.5%	3.6%
- NC(=S)N/N=C/c1ccccc1OCc1cccc(Cl)c1
    -1.6%	8.9%	-28.8%	-1.1%	?	3.5%	-1.4%	44.1%
- Cc1ccc(NC(=S)N(Cc2cccs2)Cc2cc3cccc(C)c3[nH]c2=O)cc1
    -4.8%	6.9%	-35.3%[inhibitor]	6.3%	-4.5%	0.4%	-6.8%	-2.8%
- CCOCCCNCc1cc(Br)ccc1OCc1ccccc1
    -7.9%	0.0%	-23.3%	-0.9%	3.5%	-2.5%	-10.1%	?
- O=C(Cn1cc(C(=O)C2CCCCC2)c2ccccc21)NCC1CCCO1 (configuration not stated)
    -0.8%	-11.8%	-4.0%	-1.2%	?	0.6%	4.7%	-19.6%[46 µM]
- O=C(N/N=C/c1cccs1)c1ccc(-n2cccc2)cc1
    12.6%	17.8%	.	-0.6%	1.8%	-3.1%	-8.6%	2.6%[46 µM]
- O=S1(=O)N=C(N/N=C/c2ccco2)c2ccccc21
    7.4%	-3.4%	-29.5%	-1.5%	2.1%	-6.8%	-6.3%	7.7%[9.22 µM]
- NS(=O)(=O)c1cccc(NC(=S)NC(=O)c2cccc([N+](=O)[O-])c2)c1
    9.6%	2.8%	-2.1%	-2.9%	?	4.7%	-9.5%	-9.6%[46 µM]
- Cc1ccc(S(=O)(=O)N(C)CCCC(=O)Nc2ccncc2)cc1
    0.6%	10.7%	-71.7%[inhibitor]	0.2%	1.4%	3.9%	-9.2%	?
- COc1cccc(-c2nc(-c3ccc(Br)o3)no2)c1
    4.9%	-1.0%	.	-2.8%&-2.5%	.	13.9%&0.1%	-20.4%	-1.9%[46 µM]
- CNC(=O)CSc1nc2ccccc2c(=O)n1-c1cc(OC)ccc1OC
    -22.2%	1.4%	.	-1.0%	.	-0.8%	-7.4%	.
- COc1cc(OC)c(OC)cc1/C=N/NC(=O)c1ccc(=O)n(C)c1
    -21.0%	-2.5%	4.7%[1.84 µM]	-5.4%	-2.3%	7.1%	-7.8%	-0.4%
- O=C(O)c1cn(-c2ccc(F)c(F)c2)c2c(F)c(F)c(F)c(F)c2c1=O
    11.1%	-2.1%	-11.4%	1.1%	?	2.2%	-3.8%	10.4%
- CC(C)Cn1c(N)c(C(=O)COC(=O)c2ccc(F)cc2)c(=O)n(C)c1=O
    2.4%	13.0%	-5.5%	-2.7%	-4.5%	4.0%	-3.7%	?

Not all compounds are listed. The share of hits here may be higher or lower than overall.
